MPTP block = permeability transition pore inhibition; isolated mouse mitochondria, Ca2+ swelling absorbance, 30 min; inhibition, % at 10 µM; hit rate 1.4% among 360,000; AID 602449;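 active = inhibition of 50% or more, scaled per plate between neutral and stimulator controls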;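 note: 0% = DMSO wells given calcium and 100% = 1 mM EGTA wells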
* hit, by the source's call.

SMILES	MPTP block
COc1ccc(CN2C(=O)c3ccccc3C2c2nnnn2Cc2ccccc2)cc1OC (stereo unspecified)	0.5
CCOC(=O)c1c(NC(=O)COC(=O)c2cccc([N+](=O)[O-])c2)sc(C(=O)N(C)C)c1C	-1.2
Cc1ccc([C@H]2C[C@@H](n3cc(C4CC4)nn3)[C@H](O)CN2C(=O)c2cccs2)cc1	0.4
C[C@H]1CN([C@@H](C)CO)S(=O)(=O)c2ccc(C#CC(C)(C)O)cc2O[C@H]1CN(C)Cc1ccccc1	-0.2
O=C(Nc1ccc(S(=O)(=O)Nc2nccs2)cc1)c1ccncc1	-0.7
COc1cccc(/C=C/c2nc(S(=O)(=O)c3ccccc3)c(N3CCC(C(N)=O)CC3)o2)c1	0.6
COc1ccc(NC(=O)O[C@@H](C)[C@@H]2CN3CCc4c([nH]c5ccc(-c6ccc(OC)cc6)cc45)[C@@H]3C[C@@H]2N(C)C(=O)Nc2ccc(OC)cc2)cc1	1.0
Cc1nc2ccc(C(=O)NCCCn3ccnc3)cn2c1N(C)C(=O)CCc1ccccc1	-0.3
Cc1csc(-c2nc3ccccc3n2C(C(=O)Nc2c(C)cccc2C)C2CC2)c1 (stereo unspecified)	0.9
CC1(c2ccccc2)NC(=O)N(CC(=O)N2CCc3ccccc32)C1=O (stereo unspecified)	-0.1
COc1ccc(NC(=O)C[C@H]2C(=O)N(CCc3ccccc3)C[C@@H]2CSC)cc1	-0.4
Cc1ccc(O)c(Cc2cc(C)cc(Cc3cc(C)ccc3O)c2O)c1	5.7
O=C(NCC1CC1)c1ccc2sc([C@H]3C[C@H](O)[C@@H](CO)O3)nc2c1	0.9
CCN(CC)C(=O)C1=C(C)N(Cc2ccc(C(C)(C)C)cc2)C(=O)C(CC(=O)NCCCN(C)C)C1 (stereo unspecified)	-2.2
Cc1c(C(=O)N2CCN(Cc3nccn3C)CC2)oc2c(F)cccc12	0.0
CC(CC(=O)Nc1ccc2c(c1)c(=O)n(C)n2-c1ccc2ccccc2c1)C(F)(F)F (stereo unspecified)	1.4
Cc1ccc2ccccc2c1NC(=O)CNCc1ccccc1	3.6
Cc1ccccc1S(=O)(=O)N1C[C@H]2[C@H]3C(=O)N(c4ccccc4)C(=O)[C@H]3CC(=O)[C@H]2[C@@H]1c1ccc(Cl)cc1	-1.3
C[C@@H]1CN([C@H](C)CO)C(=O)CCCn2cc(nn2)CO[C@H]1CN(C)C(=O)Nc1ccc2c(c1)OCO2	1.3
CC(C)COC(=O)N(C)C[C@H]1OCc2cnnn2CCCC(=O)N([C@H](C)CO)C[C@@H]1C	1.1
COc1ccc(NC(=O)N(C)C[C@H]2OCCCC[C@@H](C)Oc3ccc(N(C)C)cc3C(=O)N([C@H](C)CO)C[C@@H]2C)cc1	-0.6
Cc1cc(C)nc(NS(=O)(=O)c2ccc(NC(=O)c3ccccc3Br)cc2)n1	-0.1
COCCCN1C(=O)C(CC(=O)NCc2cccc3ccccc23)CC(C(=O)N2CCCCCC2)=C1C (stereo unspecified)	-1.1
COc1ccc(C(C(=O)Nc2c(C)cccc2C)N2CCN(C)CC2)cc1 (stereo unspecified)	-2.1
CC(C)CN(C(=O)CSc1nnc(-c2cccs2)n1C1CC1)C1CCS(=O)(=O)C1 (stereo unspecified)	1.1
Cc1ccc2cc(CNC[C@H]3O[C@@H](n4cc(C)c(=O)[nH]c4=O)C[C@@H]3O)c(N3CCOCC3)nc2c1	0.1
CCCS(=O)(=O)NC(=O)C1(C)CCCN(C(=O)COCc2ccccc2)C1 (stereo unspecified)	-1.3
O=C(O)c1ccccc1Cc1ccc(F)c2ccccc12	-1.0
Cc1cc(OCCCN2CCC(C(O)(c3ccccc3)c3ccccc3)CC2)ccc1Br	9.7
CCCNC(=O)C1(C)CCN(C(=O)COc2ccc(C(C)(C)C)cc2)C1 (stereo unspecified)	-0.4
COc1ccc(-c2nc3ccc(Br)cn3c2Cc2ccccc2C(F)(F)F)cc1OC	1.5
Cc1cccc(NC(=O)c2nc[nH]c2C(=O)NC[C@H](C)O)c1	-0.5
C[C@H]1CN([C@@H](C)CO)C(=O)CCCn2nncc2CO[C@@H]1CN(C)S(=O)(=O)c1ccccc1	-0.6
OC(c1ccc(F)c(F)c1)c1nc(-c2cnc3ccccc3c2)cs1 (stereo unspecified)	0.7
CCc1nc2c(OCCc3cccc(OC)c3)cccn2c1N(C)C(=O)c1ccc(OC)cc1	1.3
CN(CCc1ccccc1)C(CCc1ccccc1)C(=O)Nc1ccc2c(c1)OCCO2 (stereo unspecified)	1.3
CC1(c2nnnn2-c2ccc3c(c2)OCCO3)CCC(=O)N1CCCN1CCOCC1 (stereo unspecified)	-0.4
COc1ccc(C2CCCCC2SCC(=O)O)cc1OC (stereo unspecified)	-2.4
C[C@H]1CN([C@@H](C)CO)S(=O)(=O)c2ccc(-c3ccncc3)cc2O[C@H]1CN(C)C(=O)c1cccc(F)c1	-0.3
COC(=O)c1ccc2nc(-c3ccc(F)cc3)c(Cc3cccc(F)c3)n2c1	-0.2
COc1cc2c(cc1OC)C1CCc3cc4c(cc3C1N=C2)OCO4 (stereo unspecified)	0.6
CC(=O)c1ccc(NC(=O)c2cn(C)c(=O)c3ccccc23)cc1	-3.2
CCOC(=O)N1CCN(C(=O)CCN2C(=O)/C(=C\c3ccc(OC)c(OC)c3)SC2=S)CC1	0.0
CN1CCN(C(=O)c2cccc(-c3cnc4cnc(-c5ccccc5Oc5ccccc5)cn34)c2)CC1	1.1
CC1(C2CC2)NC(=O)N(CC(=O)Nc2ccc(OC(F)F)cc2)C1=O (stereo unspecified)	1.3
CCOC(=O)C1(C)CCN1C(=O)c1ccccc1 (stereo unspecified)	0.9
COC(=O)c1cnc(NC(=O)C2(C)CCN2C(=O)C(C)C)s1 (stereo unspecified)	-2.1
CCc1nc2ccc(C(=O)N3CCN(S(=O)(=O)CC)CC3)cn2c1N(C)Cc1cccs1	-1.4
CC1(C)CC(=O)C(CSC(=O)c2ccccc2)C(=O)C1	-1.6
CCOc1ccc(Cl)cc1-c1cc(C(=O)NCc2ccccc2)[nH]n1	-0.2
O=S1(=O)CC(N2CCC(c3ccccc3)CC2)CN1Cc1ccc(F)cc1 (stereo unspecified)	0.8
CC(C)(C)NC(=S)N1CCC2CC1c1c(Cl)cccc12 (stereo unspecified)	2.1
CC(NC(=O)C1CCCN1C(=O)c1cccs1)c1ccc(Cl)cc1Cl (stereo unspecified)	1.0
CCc1nc2c(OCc3ccc(C#N)cc3)cccn2c1N(C)C(=O)c1ccc(C)cc1	-0.1
O=C(COC(=O)Cc1c(Cl)cccc1Cl)NCc1ccccc1	-0.6
CCC(C(=O)NCc1ccccc1)n1c(-c2cccs2)nc2ccccc21 (stereo unspecified)	0.3
COc1ccc(Oc2c(OC)cc(NCc3ccc(CN)cc3)c3ncccc23)cc1	1.9
CC1(Cc2ccc(OC(F)(F)F)cc2)C(=O)Nc2c(Cl)ccc(Cl)c21 (stereo unspecified)	1.2
C[C@H](CO)N1C[C@H](C)[C@@H](CN(C)S(=O)(=O)c2ccccc2)OCc2cnnn2CCCC1=O	1.1
O=C(Nc1ccc(N2CCOCC2)cc1)c1csc([C@H]2C[C@H](O)[C@@H](CO)O2)n1	-0.3

Additional compounds:
SMILES	MPTP block
COCCNC(=O)C1(C)CCCN(CCOc2ccc(Cl)cc2)C1 (stereo unspecified)	0.2
Cc1ccc(S(=O)(=O)N2CC3(O)CN(C(=O)OC(C)C)N(C(=O)OC(C)C)CC3(OC(=O)NCc3ccccc3)C2)cc1 (stereo unspecified)	0.0
Cc1ccc(Nc2nc(C)cc(C)c2C#N)c(C)c1	-1.2
CN(Cc1ccccc1)C(=O)c1ccc(Nc2nc(C(N)COCc3ccccc3)cs2)nc1 (stereo unspecified)	4.3
Cc1ccc(S(=O)(=O)N2C[C@H]3[C@H]4C(=O)N(Cc5ccccc5)C(=O)[C@H]4CC(=O)[C@H]3[C@@H]2c2cccc3ccccc23)cc1	1.7
Cc1cccc(OCC(=O)Nc2ccc(C(=O)Nc3ccccc3C(=O)O)cc2)c1	0.0
O=C(COC(=O)c1ccccc1Cl)NCc1cccs1	1.1
Cc1ccc(S(=O)(=O)N2C[C@H]3[C@H]4C(=O)N(Cc5ccccc5)C(=O)[C@H]4CC(=O)[C@H]3[C@@H]2c2ccccc2F)cc1	-2.3
Cc1ccc(-c2csc(C(O)c3ccc(F)c(F)c3)n2)cc1C (stereo unspecified)	-0.4
O=C1NC[C@H](CC2CCCCC2)N(CCc2cccc3ccccc23)C1=O	0.2
Cc1cn([C@H]2C[C@H](O)[C@@H](CNCc3ccc(C#CCCO)cc3)O2)c(=O)[nH]c1=O	0.2
N#Cc1ccc(NC(=O)COC(=O)C2CCC2)cc1	-1.0
C[C@@H]1CN([C@@H](C)CO)C(=O)CCCn2nncc2CO[C@H]1CN(C)C(=O)C1CC1	0.4
CNc1n[nH]c(-c2ccccc2)n1	-0.3
O=C(NCc1ccc(Cl)nc1)c1ccc2sc([C@@H]3O[C@H](CO)[C@H](O)[C@H](O)[C@H]3O)nc2c1	-3.3
COc1cccc(CNC(=O)[C@@H]2CCCN2C(=O)[C@H]2CCCCN2C(=O)c2cccc(OC)c2)c1	0.5
Cc1cccc(CN2CCN(C3CN(Cc4ccc(F)cc4)S(=O)(=O)C3)CC2)c1 (stereo unspecified)	-0.1
COCCN1C(=O)COc2ccccc2C1C(=O)NCc1ccccc1 (stereo unspecified)	-1.0
CN(CC(=O)Nc1ccc(F)cc1)C(=O)COC(=O)c1nc(Cl)ccc1Cl	-1.2
Cc1ccc(S(=O)(=O)Nc2ccccc2C=NNC(=O)c2ccncc2)cc1	1.6
CCOC(=O)CCCCCC(=O)Nc1ccc2c(c1)C(=O)N([C@H](C)CO)C[C@@H](C)[C@@H](CN(C)C(=O)CCC(F)(F)F)OCCCC[C@H](C)O2	0.1
N#Cc1c(Cl)cccc1N1CCSCC1	-1.0
COCCN(CC(=O)Nc1cccc(C)c1C)C(=O)/C=C/c1ccc2c(c1)OCCO2	-0.1
COC(=O)C1CC(c2ccccc2)N(c2ccccc2)O1 (stereo unspecified)	0.3
CCOC(=O)NC(=S)Nc1cccc(C)n1	-2.4
CSC(=NS(=O)(=O)c1ccccc1)NNC(=O)c1c(-c2c(Cl)cccc2Cl)noc1C	-1.0
CC(C)C[C@H]1CNC(=O)C(=O)N1C[C@@H]1CCCN1C[C@H](Cc1ccccc1)N1C[C@H](Cc2ccccc2)N(CCc2ccccc2)C(=O)C1=O	-2.9
O=C(Nc1ccc(F)cc1)C(c1ccncc1)N1CCN(C(=O)c2ccco2)CC1 (stereo unspecified)	-1.4
CCCCn1nnnc1C(c1ccccc1)N1CCN(c2ccc(F)cc2)CC1 (stereo unspecified)	0.5
COc1cccc(-c2cnc3c(NC=O)cc(-c4ccccc4Oc4ccccc4)cn23)c1	-0.9
OC[C@@H]1CN(Cc2ccncc2)C[C@H](n2cnc3c(NCc4ccco4)ncnc32)O1	-0.1
CC(=O)Nc1cc(-c2ccc(C(=O)NC3CC3)cc2)cn2c(-c3cccc(C(C)=O)c3)cnc12	0.0
Cc1cnc(C)c(Nc2nc(C(N)Cc3ccc(F)cc3)cs2)n1 (stereo unspecified)	2.9
CCOC(=O)N1CCN(C(=O)C[C@@H]2C[C@@]3(C(=O)OC)CCCCC=C3N(Cc3ccccc3)C2=O)CC1	0.9
O=C1N(Cc2ccccc2)c2ccccc2OC1(F)F	1.1
COC(=O)c1ccc2nc(C3CCCCC3)c(Cc3ccc(OC)cc3C)n2c1	-0.5
CCCCCCCCC(=O)N1C(C)CCC1C (stereo unspecified)	-0.1
CCNC(=O)C1CCCN(C(=O)c2ccc(-c3ccccc3)cc2)CC1 (stereo unspecified)	0.5
CCCCCNC(=O)C(c1ccc(-c2ccccc2)cc1)n1c(=O)c(-c2cc3ccccc3[nH]2)nc2ccccc21 (stereo unspecified)	0.5
O=C1NC[C@H](CCCCN2CCN(CCC3CCCCC3)C(=O)C2=O)N(CC2CCCCC2)C1=O	-1.7
COc1ccc(-c2cnc3cccnn23)cn1	-2.2
COc1cc(OC)cc(-c2noc([C@H]3C[C@H](O)[C@@H](CO)O3)n2)c1	1.2
COc1ccc(-c2cc3c(c4c2ccn4C)C2CCC3C2)cn1 (stereo unspecified)	2.1
COc1ccc(NC(=O)N(C)C[C@@H]2OCc3cnnn3CCCC(=O)N([C@@H](C)CO)C[C@H]2C)c(OC)c1	-1.3
CCCC1NC(=O)c2cccnc2-n2c1nc1cc(C)cc(C)c1c2=O (stereo unspecified)	1.3
COC(=O)[C@]12CCCCC=C1N(Cc1cccc3ccccc13)C(=O)[C@H](CC(=O)NCCCCc1ccccc1)C2	-0.4
COC(=O)[C@]12CCCCC=C1N(Cc1ccccc1)C(=O)[C@H](CC(=O)NCCCN1CCCC1=O)C2	-0.9

Of the compounds above, 12 have a Cl atom.
SMILES	MPTP block
Cc1ccccc1S(=O)(=O)N1C[C@H]2[C@H]3C(=O)N(c4ccccc4)C(=O)[C@H]3CC(=O)[C@H]2[C@@H]1c1ccc(Cl)cc1	-1.3
CCOc1ccc(Cl)cc1-c1cc(C(=O)NCc2ccccc2)[nH]n1	-0.2
CC(C)(C)NC(=S)N1CCC2CC1c1c(Cl)cccc12 (stereo unspecified)	2.1
CC(NC(=O)C1CCCN1C(=O)c1cccs1)c1ccc(Cl)cc1Cl (stereo unspecified)	1.0
O=C(COC(=O)Cc1c(Cl)cccc1Cl)NCc1ccccc1	-0.6
CC1(Cc2ccc(OC(F)(F)F)cc2)C(=O)Nc2c(Cl)ccc(Cl)c21 (stereo unspecified)	1.2
COCCNC(=O)C1(C)CCCN(CCOc2ccc(Cl)cc2)C1 (stereo unspecified)	0.2
O=C(COC(=O)c1ccccc1Cl)NCc1cccs1	1.1
O=C(NCc1ccc(Cl)nc1)c1ccc2sc([C@@H]3O[C@H](CO)[C@H](O)[C@H](O)[C@H]3O)nc2c1	-3.3
CN(CC(=O)Nc1ccc(F)cc1)C(=O)COC(=O)c1nc(Cl)ccc1Cl	-1.2
N#Cc1c(Cl)cccc1N1CCSCC1	-1.0
CSC(=NS(=O)(=O)c1ccccc1)NNC(=O)c1c(-c2c(Cl)cccc2Cl)noc1C	-1.0

An excerpt (hit frequency here may not be typical).
